INS-1E GSIS act: primary screen for activators of insulin secretion dependent on glucose, INS-1E cells, GLuc reporter luminescence; activation, % at 16.6 µM; 0.61% of 370,000 active; INS-1E GLuc reporter insulin secretion, 2-3 h;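 active = lowest replicate activation of at least 40%, so every replicate reaches that level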;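 note: 0% = median of neutral control wells and 100% = median of IBMX positive control wells; some compounds called inactive have numbers as strong as hits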
PglD DTNB: PglD (C. jejuni) enzyme inhibition; purified PglD enzyme, DTNB colorimetric CoA detection; inhibition, % at 12.5 µM; 0.098% of 360,000 active; in the data active = inhibition above about 16%, passing the limit was not always enough; note: strong numbers were not always called active
PGC1a acetyl inh: PGC1a acetylation modulation, inhibitor mode; 0.17% of 350,000 active; U2OS PGC1a acetylation, AlphaScreen anti-acetyl-lysine; with virally co-expressed GCN5 acetyltransferase; inhibition, % at 15.6 µM; AID 651687;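 active = every replicate shows inhibition of at least 40%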;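 note: 0% = neutral control wells and 100% = positive control wells; some results beyond the cut were filed as inactive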
ARNT-TACC3 inh: ARNT/TACC3 interaction disruption. inhibition, % at 9.99 µM. AID 623870. 0.66% of 390,000 active. AlphaScreen His-ARNT PAS-B/GST-TACC3 binding, luminescence; TACC3 fragment carries E629A point mutation;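 active = mean inhibition of replicates at least 50% and at least half of replicates each reaching 50%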;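 note: 0% = complete ARNT plus TACC3 wells and 100% = ARNT alone without TACC3; many hits fall short of the cut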
PAX8 reporter: PAX8 transcriptional activity inhibition. 1.2% of 360,000 active. RMG-I TPO-luciferase reporter, SteadyGlo, 24 h. inhibition, % at 12.6 µM;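 active = mean replicate inhibition at least 60% with every replicate also reaching 60%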;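 note: luciferase light reporting Pax8 driven TPO promoter activity; plate controls were median of neutral control wells for no effect and mitoxantrone controls for full effect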
Cneo AK release: Cryptococcus neoformans lysis via adenylate kinase release; C. neoformans lysis, adenylate kinase release luminescence, 4 h; normalised: neutral wells 0, clomiphene wells 100; lysis activity, % at 15 µM; 0.2% of 360,000 active; AID 651654;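 active = mean lysis activity across replicates of at least 80%, whatever share of replicates individually reach that level; inactive = mean lysis activity below 80%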
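Schedule: static 4 h at 37 °C with compound, 1 h detection; system: C. neoformans cells; benchmarks: Clomiphene as positive control; buffer or medium: fresh YPD medium; measure: luminescence rise reflecting yeast cell lysis; measured by: luminescent adenylate kinase detection reagent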
LGR2 inh: Drosophila LGR2 receptor signaling inhibition. inhibition, % at 9.99 µM. AID 720647. 0.35% of 380,000 active. HEK293 LGR2, CRE-luciferase, bursicon-stimulated, 4 h;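 active = drop in luminescence signal, shown as inhibition above about 50% in the replicate tests, limit read from the data, passing the limit was not always enough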;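 note: agonist challenge used bursicon conditioned medium at about half maximal strength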
C2C12 statin: suppression of simvastatin myotoxicity; AID 602340; C2C12 myotubes + simvastatin, ATP luminescence, 48 h; scaled: DMSO 0, geranylgeraniol control 100; 0.78% of 330,000 active; rescue of ATP level, % at 7.49 µM;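 active = mean ATP rescue above about 67%, or every replicate alone reaching that limit, limit read from the data, passing the limit was not always enough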;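 note: myotubes were challenged with 10 µM simvastatin during compound exposure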
Starred values were filed as active, the others as inactive; nt = not tested or not shown.

Results follow in this order: INS-1E GSIS act	PglD DTNB	PGC1a acetyl inh	ARNT-TACC3 inh	PAX8 reporter	Cneo AK release	LGR2 inh	C2C12 statin
1	OC[C@@H]1[C@H](c2ccc(-c3cccnc3)cc2)[C@@H]2CN(CC3CCOCC3)CCCCN12
 : nt	0	3	4	1	0	nt	nt
2	Cc1ccc(S(=O)(=O)N2CCCCC2)cc1C(=O)Nc1ccc(S(=O)(=O)Nc2ncccn2)cc1
 : 11	-5	1	-1	-1	-5	3	4
3	CCN(CC)S(=O)(=O)c1cccc(NC2=NCCCCC2)c1
 : -4	3	-26	2	29	1	3	-3
4	O=C(C[C@@H]1CC[C@@H](NC(=O)c2ccc(F)cc2)[C@H](CO)O1)NCc1ccncn1
 : -1	-2	-7	nt	nt	-1	2	19
5	CCc1nnc(NS(=O)(=O)c2ccc(N/C=C/C(=O)c3ccc(OC)cc3)cc2)s1
 : -23	-5	nt	20	-13	5	-1	1
6	O=C(NCCCN1CCCC1=O)c1ccc(OCc2ccccc2)cc1
 : nt	-13	-43	0	-8	-2	nt	-4
7	O=C(Cc1csc(-c2ccc(F)cc2)n1)Nc1cccc(S(=O)(=O)NC2=NCCC2)c1
 : 3	3	0	8	-12	3	-9	-2
8	O=C(CC(=O)c1ccccc1)Nc1cccnc1
 : 3	nt	-9	-11	-17	2	-3	nt
9	CCOC(=O)c1cc(-c2ccccc2C)nn1CC1CC(c2ccc(OC)cc2)=NO1 (configuration not stated)
 : nt	-2	nt	1	-2	2	nt	-1
10	C[C@H]1CN([C@@H](C)CO)C(=O)Cc2cc(NS(=O)(=O)c3ccccc3)ccc2O[C@H]1CN(C)C(=O)Nc1ccc(C(F)(F)F)cc1
 : -3	nt	4	nt	nt	nt	-2	-19
11	Cc1nn(Cc2ccccc2)c(C)c1NC(=O)c1noc2c1CCc1ccccc1-2
 : nt	-1	-9	-13	nt	-1	nt	1
12	C[C@H]1CN([C@@H](C)CO)C(=O)c2cc(NS(=O)(=O)c3cn(C)cn3)ccc2O[C@@H]1CN(C)C
 : 27	-1	0	3	-8	0	12	9
13	c1ccc(-c2nnc3n2N=C(c2ccc4c(c2)OCO4)CS3)nc1
 : 8	2	nt	24	nt	-1	-7	-5
14	CN(C)C(=O)c1ccc(-c2ccc(C3[C@H]4CNC[C@@H]3N4CC3CCCCC3)cc2)cc1 (some centres not stated)
 : -7	nt	-4	nt	-18	nt	-7	nt
15	Cc1ccc(CNC(=O)CCC(=O)n2ncc3cc(C)ccc32)cc1
 : 16	2	-5	1	-6	0	-15	3
16	O=C(CSc1ccc(Br)cc1)NCC(c1ccco1)N1CCCCC1 (configuration not stated)
 : 12	nt	nt	4	-3	nt	-4	-12
17	Cc1ccc(-n2nnc(-c3cc4ccccc4nc3Cl)n2)cc1
 : 31	-1	nt	-2	-24	-1	-39	17
18	COc1ccc2c(C)cc(SCC(=O)NC3CCCC3)nc2c1
 : -8	-1	-3	-1	16	4	-1	8
19	COCC(=O)N(C)C[C@H]1Oc2cc(C#CCC(C)C)ccc2S(=O)(=O)N([C@H](C)CO)C[C@@H]1C
 : -11	2	6	-6	nt	-1	9	-2
20	Cc1ccccc1-c1ccc([C@H]2[C@@H](CO)N3CCCCN(S(C)(=O)=O)C[C@@H]23)cc1
 : -11	2	1	-2	10	0	2	12

Entries of single compounds as entered above.
Entry for `Cc1nn(Cc2ccccc2)c(C)c1NC(=O)c1noc2c1CCc1ccccc1-2` → INS-1E GSIS act: nt; PglD DTNB: -1; PGC1a acetyl inh: -9; ARNT-TACC3 inh: -13; PAX8 reporter: nt; Cneo AK release: -1; LGR2 inh: nt; C2C12 statin: 1
Entry for `O=C(CC(=O)c1ccccc1)Nc1cccnc1` → INS-1E GSIS act: 3; PglD DTNB: nt; PGC1a acetyl inh: -9; ARNT-TACC3 inh: -11; PAX8 reporter: -17; Cneo AK release: 2; LGR2 inh: -3; C2C12 statin: nt

Next section.
Results follow in this order: INS-1E GSIS act	PglD DTNB	PGC1a acetyl inh	ARNT-TACC3 inh	PAX8 reporter	Cneo AK release	LGR2 inh	C2C12 statin
21	O=C(Nc1ccc(F)cc1)N1CC(=O)N2[C@H](C1)[C@H](c1ccc(C#Cc3ccc(F)cc3)cc1)[C@@H]2CO
 : -24	nt	-9	nt	68*	nt	22	nt
22	C=CCOc1ccc(/C=N/Nc2ccccn2)cc1OC
 : -24	-6	-7	12	-190	-1	-38	-8
23	CCS(=O)(=O)NCC[C@@H]1CC[C@@H](NS(=O)(=O)c2cccc(Cl)c2)[C@H](CO)O1
 : -4	3	3	-1	-11	16	1	-1
24	CO[C@@H]1CN(C)C(=O)c2ccc(NS(C)(=O)=O)cc2OC[C@H](C)N(C(=O)NC(C)C)C[C@@H]1C
 : -1	-1	5	0	-9	-4	17	4
25	COc1cc(NC(=O)c2noc3c2CCCC3)c(OC)cc1Cl
 : 1	2	16	-7	nt	-2	nt	-3
26	O=C(C1CCC1)N1CC(=O)N2[C@H](CO)[C@@H](c3ccc(-c4cccnc4)cc3)[C@H]2C1
 : -1	nt	-2	nt	-1	nt	5	nt
27	Cc1ccc(S(=O)(=O)N[C@@H]2CC[C@@H](CCNC(=O)CN3CCOCC3)O[C@@H]2CO)cc1
 : 14	0	3	-7	7	-7	10	5
28	CC1CCCCN1C(=O)COC(=O)c1ccc2c(c1)C(=O)N(Cc1ccco1)C2=O (configuration not stated)
 : -14	1	-1	-15	-13	-1	-1	-9
29	CCCC(=O)N1CC2(C1)CN(C(C)=O)[C@@H](CO)c1c2c2ccc(OC)cc2n1C
 : 20	nt	6	nt	0	nt	5	nt
30	CC(=O)c1ccc(N/N=C(/C(N)=O)C2=NC(C)(C)Cc3ccccc32)cc1
 : -16	-3	nt	nt	41	0	24	-45
31	Cc1cc(C)cc(CSc2nnc(C)c(=O)[nH]2)c1
 : 12	-3	nt	28	nt	0	nt	nt
32	CCN(CC)C(=O)CSc1nnc(-c2cc(OC)cc(OC)c2)o1
 : nt	-3	-10	20	nt	-2	nt	1
33	CC(=O)Cc1nsc(NC(=O)c2ccc(-c3ccc(F)cc3)o2)n1
 : -6	-2	3	0	-29	-1	4	4
34	CC(C)NC(=O)COc1coc(CN2CCN(c3ccccc3F)CC2)cc1=O
 : -1	0	-2	2	6	2	1	18
35	O=S(=O)(N[C@H]1CC[C@@H](CCn2cc(-c3ccccn3)nn2)O[C@@H]1CO)c1cccc(F)c1
 : -8	2	1	68*	8	-1	-4	-4
36	C[C@H](C(=O)N(C)C[C@@H]1OCc2ccccc2-c2c(n(C)c3ccccc23)C(=O)N([C@@H](C)CO)C[C@@H]1C)c1ccccc1
 : -10	nt	11	nt	-6	nt	1	nt
37	C[C@@H]1CN([C@H](C)CO)S(=O)(=O)c2ccc(C#Cc3ccccc3)cc2O[C@H]1CN(C)C(=O)C1CC1
 : 17	2	-9	-4	nt	0	-5	-27
38	Cc1c(NC(=O)c2ccc3c(c2)OCO3)c(=O)n(-c2ccccc2)n1C
 : nt	-7	nt	2	nt	13	nt	0
39	CC(C)CNC(=O)C(=O)NC1CCCC1
 : nt	-1	-3	-3	nt	-2	nt	24
40	Cc1ncc([N+](=O)[O-])n1CC(=O)Nc1ccc2c(c1)OCO2
 : 5	1	0	0	36	1	-15	nt

Molecules shown so far containing an aryl thioether with sulfur outside any ring:
Results follow in this order: INS-1E GSIS act	PglD DTNB	PGC1a acetyl inh	ARNT-TACC3 inh	PAX8 reporter	Cneo AK release	LGR2 inh	C2C12 statin
16	O=C(CSc1ccc(Br)cc1)NCC(c1ccco1)N1CCCCC1 (configuration not stated)
 : 12	nt	nt	4	-3	nt	-4	-12
18	COc1ccc2c(C)cc(SCC(=O)NC3CCCC3)nc2c1
 : -8	-1	-3	-1	16	4	-1	8
31	Cc1cc(C)cc(CSc2nnc(C)c(=O)[nH]2)c1
 : 12	-3	nt	28	nt	0	nt	nt
32	CCN(CC)C(=O)CSc1nnc(-c2cc(OC)cc(OC)c2)o1
 : nt	-3	-10	20	nt	-2	nt	1

Following part.
41) Cc1ccc(S(=O)(=O)N(C)C[C@@H]2OCCCC[C@H](C)Oc3ccc(NS(=O)(=O)c4cn(C)cn4)cc3C(=O)N([C@H](C)CO)C[C@@H]2C)cc1
42) N#C/C(=C/c1ccc(Cl)cc1)NC(=O)c1ccccc1
43) COc1ccc(Cc2noc(=O)[nH]2)cc1
44) O=C(Nc1ccncc1)Nc1cccc(Cl)c1Cl
45) O=C(CN1C(=O)c2ccccc2S1(=O)=O)N1CCOCC1
Assay by compound | 41 | 42 | 43 | 44 | 45
INS-1E GSIS act | -13 | -5 | nt | -15 | 11
PglD DTNB | 1 | nt | -2 | 4 | nt
PGC1a acetyl inh | -1 | 5 | -1 | nt | -1
ARNT-TACC3 inh | -7 | 3 | nt | nt | -4
PAX8 reporter | -23 | nt | -11 | -10 | nt
Cneo AK release | -2 | 6 | 0 | -2 | nt
LGR2 inh | 6 | 0 | nt | -21 | -60
C2C12 statin | nt | -43 | 3 | 5 | -29

As entered above:
Under C2C12 statin, #7 shows -2
Under Cneo AK release, #4 shows -1
Under ARNT-TACC3 inh, #6 shows 0
Under ARNT-TACC3 inh, #16 shows 4
Under PGC1a acetyl inh, #37 shows -9

Continuation.
46) CO[C@@H]1CN(C)C(=O)c2cc(NC(=O)c3ccc(F)cc3)ccc2OC[C@H](C)N(C(=O)c2ccc(F)cc2)C[C@@H]1C
47) C[C@@H]1CN([C@@H](C)CO)C(=O)c2cccc(NC(=O)C3CCOCC3)c2O[C@H]1CN(C)S(=O)(=O)c1ccccc1
48) O=C(c1ccccc1)c1ccc(OC(=O)N2CCOCC2)cc1
49) O=S(=O)(Cc1ccccc1)N1CCCCN2[C@H](CO)[C@@H](c3ccc(-c4ccc(F)cc4)cc3)[C@H]2C1
50) COC(=O)Cn1c(CCS(=O)(=O)c2ccc(Cl)cc2)nc2ccccc21
Assay by compound | 46 | 47 | 48 | 49 | 50
INS-1E GSIS act | -19 | -2 | nt | -18 | nt
PglD DTNB | 6 | 5 | 1 | -1 | 2
PGC1a acetyl inh | 6 | 8 | -2 | -3 | -15
ARNT-TACC3 inh | -6 | -2 | -5 | 2 | -3
PAX8 reporter | 32 | -10 | nt | -15 | nt
Cneo AK release | -11 | 51 | 1 | -2 | -3
LGR2 inh | 3 | -6 | nt | -8 | nt
C2C12 statin | -11 | -8 | 5 | -1 | nt

51) O=C(C[C@@H]1CC[C@H]2[C@@H](COC[C@@H](O)CN2C(=O)c2ccccc2)O1)Nc1ccc(-c2ccccc2)cc1
52) Cn1c(=O)[nH]c(=O)c2c1nc(N1CCCCC1)n2CC(O)COc1ccc([N+](=O)[O-])cc1 (configuration not stated)
53) O=C(O)c1cc([N+](=O)[O-])ccc1NCc1ccccn1
54) CCc1nnc(NC(=O)CSc2nnc(CNc3cccc(Cl)c3)n2CC)s1
55) C[C@@H]1CN([C@@H](C)CO)C(=O)c2cc(NS(=O)(=O)c3cccs3)ccc2O[C@@H](C)CCCCO[C@H]1CN(C)C(=O)CCC(F)(F)F
Assay by compound | 51 | 52 | 53 | 54 | 55
INS-1E GSIS act | -14 | 1 | -2 | 1 | -9
PglD DTNB | 1 | -5 | 0 | 0 | 1
PGC1a acetyl inh | 15 | 12 | 8 | 1 | 8
ARNT-TACC3 inh | -10 | -6 | -9 | -3 | -5
PAX8 reporter | 16 | 26 | -4 | nt | 4
Cneo AK release | -5 | -1 | -1 | 0 | -2
LGR2 inh | 2 | -2 | 15 | 15 | -17
C2C12 statin | -41 | 7 | 9 | -4 | nt
